DTT redox prof: compounds producing H2O2 with reducing agent – biochemical, NIH compound library profiling, artefact control for MLSCN library redox annotation, primary screen | 0.03% of 200,000 active | activation, % at 10 µM | DTT-dependent redox cycling H2O2, phenol red/HRP absorbance; 100% = 100 µM peroxide control, 0% = buffer;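 active means activation of at least 50% relative to the plate's high and low controls in the primary single-dose screen; inactive means activation below 50%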;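 further: compound incubated with DTT at 0.8 mM final as the reducing agent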
bIAP act: increases bovine intestinal alkaline phosphatase activity. purified bovine IAP, CDP-star luminescence, 30 min; active compounds read high; fold of DMSO-control signal, blank-subtracted. activation factor at 20 µM. 0.17% of 200,000 active;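 active means activation factor of 2 or more at 20 µM, a signal rise over negative controls twice the positive control's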
PPARg SRC1 recr: PPARgamma-driven SRC-1 recruitment agonism. activation, % at 8 µM. 0.41% of 200,000 active. AID 631. P37231. PPARgamma-SRC-1 coactivator recruitment biochemical assay; in the data active means activation above about 19%;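 further: 0% = DMSO and 100% = reference agonist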
TLR4-MyD88 BLA: blocks binding of human TLR4 to MyD88; AID 861; O00206+Q99836; HeLa CL3-4 TLR4/MyD88 BLA complementation, FRET ratio; 0.18% of 200,000 active; inhibition, % at 8.4 µM; in the data active means inhibition above about 25%;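 further: 0% = vehicle and 100% = reference inhibitor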
S1P3 antag: blocks the human S1P3 receptor | Q99500 | CHO S1P3 NFAT-BLA reporter, FRET fluorescence, antagonist mode | inhibition, % at 4.98 µM | 0.27% of 170,000 active | AID 485;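 active means inhibition above the plate cutoff, the mean inhibition of test wells on that plate plus 3 SD, cut at about 28% in these data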;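 further: cells challenged with S1P at its EC80 of 0.8 µM; blue over green emission ratio from cleaved BLA substrate after 4 h stimulation; 0% = S1P-stimulated wells and 100% = unstimulated DMSO-only wells; some compounds past the cut are filed as inactive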
Target sequence (Q99500 whole entry, looked up): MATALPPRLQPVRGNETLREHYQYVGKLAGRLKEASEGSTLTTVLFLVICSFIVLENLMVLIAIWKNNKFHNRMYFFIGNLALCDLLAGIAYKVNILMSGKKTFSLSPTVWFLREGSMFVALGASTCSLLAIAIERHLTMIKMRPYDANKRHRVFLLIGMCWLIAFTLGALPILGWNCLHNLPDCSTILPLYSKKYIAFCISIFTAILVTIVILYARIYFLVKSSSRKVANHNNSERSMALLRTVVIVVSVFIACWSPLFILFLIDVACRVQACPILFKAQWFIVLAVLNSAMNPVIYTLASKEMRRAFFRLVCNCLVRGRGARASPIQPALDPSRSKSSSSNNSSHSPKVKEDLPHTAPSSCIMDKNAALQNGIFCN
ROMK mod: human ROMK K+ channel modulation, primary screen | P48048 | AID 1918 | 2% of 130,000 active | Tet-inducible ROMK, thallium flux fluorescence; actives lie on both sides | B-score at 10 µM;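 active means signal ratio slope over the read window, or its plate-corrected B-score, at least 3 SD from the plate mean, either direction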;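 further: B-score of the F/F0 ratio slope over 7 to 12 s after thallium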
Target sequence (P48048 whole entry, looked up): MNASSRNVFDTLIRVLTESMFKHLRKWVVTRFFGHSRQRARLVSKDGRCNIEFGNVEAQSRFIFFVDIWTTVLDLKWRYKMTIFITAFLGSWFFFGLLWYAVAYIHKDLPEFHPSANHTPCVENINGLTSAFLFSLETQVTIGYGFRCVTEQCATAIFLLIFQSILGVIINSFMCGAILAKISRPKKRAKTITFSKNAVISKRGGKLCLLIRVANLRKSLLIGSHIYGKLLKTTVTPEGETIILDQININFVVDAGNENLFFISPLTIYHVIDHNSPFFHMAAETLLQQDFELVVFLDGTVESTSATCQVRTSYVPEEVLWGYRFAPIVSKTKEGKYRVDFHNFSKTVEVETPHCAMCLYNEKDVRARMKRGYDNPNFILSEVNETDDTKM
PPARg SRC3 recr: agonists of human PPARgamma SRC-3 coactivator recruitment; P37231; biochemical PPARgamma/SRC-3 coactivator recruitment assay; activation, % at 8 µM; 0.26% of 200,000 active; AID 731; in the data active means activation above about 23%;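 further: 0% = DMSO and 100% = reference agonist; some compounds past the cut are filed as inactive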
SRC2 TRFRET art: TR-FRET artefact, counter-screen to PPARgamma/SRC-2 agonist assay; TR-FRET ratio at 8 µM; 0.4% of 200,000 active; AID 1049; active compounds read high; in the data active means TR-FRET ratio above about 2000; further: inactives centre near 1500; reference of the scale not given here
PPARg SRC-2 ag: PPARgamma-driven SRC-2 recruitment agonism | activation, % at 8 µM | AID 1032 | PPARgamma LBD-SRC-2 recruitment, biochemical | 0.34% of 200,000 active; in the data active means activation above about 22%;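 further: 0% = vehicle and 100% = reference agonist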
bIAP inh: intestinal alkaline phosphatase (bovine) inhibition | inhibition, % at 20 µM | 190,000 tested, under 10 active | purified bovine IAP, CDP-star luminescence, 30 min;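 active means over 50% inhibition of intestinal alkaline phosphatase at 20 µM in the single-dose screen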
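Assay system: bovine IAP enzyme; medium: DEA buffer 100 mM, pH 9.8, with MgCl2 1.0 mM, ZnCl2 0.02 mM; doses: 20 µM single dose; incubation: enzyme reaction for 30 min at room temperature; detection: CDP-star luminescence signal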
Lmaj promast: inhibitors of Leishmania major promastigote growth; inhibition, % at 10 µM; 9% of 200,000 active; Leishmania major promastigotes, resazurin fluorescence viability; AID 1063; in the data active means inhibition above about 50%;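 further: promastigotes grown with compound for 44 hours at 28 °C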
Starred values were filed as active, the others as inactive; · = not tested or not shown. This is a subset; the hit share may differ from the screen's.

The line under a structure holds: PPARg SRC3 recr	Lmaj promast	PPARg SRC-2 ag	S1P3 antag	bIAP act	SRC2 TRFRET art	DTT redox prof	PPARg SRC1 recr	ROMK mod	bIAP inh	TLR4-MyD88 BLA
1) CCOC(=O)c1ccc(NC(=O)c2c(O)[nH]c(=O)[nH]c2=O)cc1
  1	-6	0	8	0.8	1581	-0.2	-8	·	23	2
2) Fc1ccccc1N1CCN(Cc2c(F)cccc2F)CC1
  -8	0	-4	8	1	1387	0.0	-7	-0.011	4	13
3) Cc1cc(/C=C2\C(=O)NC(=O)N(c3ccc(F)cc3)C2=O)c(C)n1-c1cccc(C(=O)O)c1
  3	-5	13	-8	0.9	1505	5.1	-2	0.69	9	1
4) N#Cc1ccc(NC(=O)CN2CCCC2)cc1Cl
  3	2	2	4	1	1633	0.0	9	-0.095	-2	3
5) CCC1(C)OC(c2ccccc2)=C/C(=C/C=C2C(=O)NC(=O)NC2=O)O1 (centres undefined)
  -2	-8	14	12	0.8	1677	0.3	-3	-1.8	24	16
6) CCC(=O)Nc1cc(C(=O)N2CCC3(CC2)OCCO3)ccc1S(=O)(=O)c1ccc(C)cc1
  -2	-6	1	-6	1	1326	3.7	3	·	-2	-1
7) c1ccc2sc(N3CCNCC3)nc2c1
  3	10	8	4	1	1729	-1.9	5	-0.23	-4	-1
8) Clc1ccc2c(c1)C(c1ccccc1Cl)=NCc1nnc(Br)n1-2
  16	40	14	·	0.7	1574	-1.0	1	0.43	31	-3
9) CC(=O)NC(Cc1ccc(N(CCCl)CCCl)cc1)C(=O)NC(C(=O)O)C(C)C (centres undefined)
  3	-3	0	-4	1.1	1707	-1.5	6	0.28	-10	-10
10) O=S(=O)(c1ccc(Cl)cc1)N1CCCCC1c1cccnc1 (centres undefined)
  4	44	4	-6	1	1589	-0.1	2	-0.53	-4	-6
11) Cc1cccnc1-n1c(C)nc2ccccc2c1=O
  3	-5	8	·	0.9	1679	-0.2	4	-0.28	8	-10
12) CC(C)CC1C(C#N)=C(N)Oc2c1c(=O)oc1ccccc21 (centres undefined)
  14	-4	4	-6	1	1725	-0.6	7	·	2	-3
13) CCOc1ccc(-n2c(O)c(C=Nc3ccc(N(CC)CC)cc3)c(=O)[nH]c2=O)cc1
  6	14	-3	·	1	1459	-0.8	4	-0.4	2	-1
14) O=C(CN1CCOCC1)NCC(=O)Nc1ccc(Br)cc1C(=O)c1ccccc1
  -1	5	2	·	0.6	1561	-0.1	1	0.081	36	10
15) C[C@]12CCC(=O)C=C1CC[C@@H]1[C@@H]2CC[C@@]2(C)[C@H]1CC[C@]2(C)O
  5	·	5	-5	1.1	1738	·	3	·	-8	·
16) COc1ccccc1OCCCn1cc(C(=O)C2CC2)c2ccccc21
  -2	8	-1	9	1	1597	-1.0	-2	-0.22	5	-9
17) O=c1c2ccccc2[nH]c(=S)n1-c1ccc(Br)cc1
  7	11	-1	-6	1.2	1547	-1.3	-2	-0.65	-20	-3
18) CC1CN(O)C2CCc3c(no[n+]3[O-])C12O (centres undefined)
  16	-8	8	·	0.9	1742	0.1	-2	0.052	6	-5
19) N=c1sccn1Cc1ccc(Cl)cc1Cl
  3	66*	-1	8	0.8	1701	-0.1	-2	·	16	4
20) O=Cc1cn(Cc2cccc([N+](=O)[O-])c2)c2ccccc12
  -4	15	-3	-1	1.2	1472	0.0	0	·	-15	-6
21) N#CCCn1cc(C(=O)Nc2ccccc2Br)c(-c2ccc([N+](=O)[O-])cc2)n1
  3	-1	2	8	1.3	1517	0.1	3	·	-29	3
22) Oc1ccc(/C=N/NP(=S)(c2ccccc2)c2ccccc2)cc1O
  -3	1	3	·	1.2	1541	-0.5	2	0.023	-21	-6
23) CCN(CC)c1ccc(/C=N/c2sc3c(c2C#N)C2CCN3CC2)c(O)c1
  0	14	-3	-3	1.4	1451	0.1	2	-0.27	-36	0
24) COC(=O)Nc1ccc(N=C(N)N[N+](=O)[O-])cc1
  1	-5	-1	-6	1	1566	-0.5	-3	1.2	-1	-1
25) CC(NCc1ccccc1C(F)(F)F)C(O)c1ccccc1 (centres undefined)
  -4	16	-4	-8	1	1495	-0.5	-2	-0.9	5	-18
26) Cn1cc(CCC(=O)N2CCC3(CC2)OCCO3)c2ccccc21
  -8	0	2	-2	1.1	1566	-1.2	5	0.051	-10	1
27) CC1(C)C(C(=O)NN2C(=O)c3ccccc3C2=O)C1(C)C
  0	-1	-7	·	1	1427	-1.0	-6	0.011	-2	9
28) C=CCn1c(O)c(C(C)=NCCO)c(=O)[nH]c1=O
  3	-6	3	·	1	1512	-1.2	7	·	5	4
29) COc1ccc(C(=O)C2CCCN(Cc3ccc(C)s3)C2)cc1OC (centres undefined)
  4	89*	2	-8	1	1473	-1.2	3	·	5	-7
30) O=P(O)(O)Cc1c(Cl)cccc1Cl
  0	5	3	-5	1	1346	-0.4	-5	0.45	-2	11
31) CSc1ccc(CN2CCN(Cc3ccccc3Cl)CC2)cc1
  1	82*	-6	-17	1.3	1561	-1.2	0	0.28	-34	4
32) Cc1cc(Cl)ccc1OCC(=O)O
  -6	-3	-8	-10	1	1449	1.0	-5	·	2	-1
33) CSc1ccc(CN2CCN(C(=O)COc3ccc(C)cc3)CC2)cc1
  -1	87*	0	-14	1	1428	-0.7	-4	-2.3	0	10
34) COc1cccc(C2C([N+](=O)[O-])=C(N)Oc3c2c(=O)oc2ccccc32)c1 (centres undefined)
  -2	-6	-1	·	0.8	1321	-1.6	-5	0.54	17	-4
35) CCN(N=Nc1nonc1OC)c1nonc1OC
  8	0	-4	·	0.9	1421	0.3	3	-1.2	5	1
36) CCOC(=O)c1c(C)c(P(=S)(N2CCOCC2)N2CCOCC2)n(C)c1C
  -1	4	-4	·	1	1644	1.1	-11	·	-4	6
37) C=CCn1c(O)c(/C=C2/C=CC=N2)c(=O)[nH]c1=O
  1	0	-3	6	0.1	1386	0.6	-9	·	·	-11
38) CCN1CCN(C(=O)Cc2coc3cc(C)cc(C)c23)CC1
  6	-6	8	2	1	1634	1.1	4	-0.069	0	6
39) CCOC(C(=O)OCC(O)CN(CC)CC)(c1ccccc1)c1ccccc1 (centres undefined)
  -1	100*	3	·	1.1	1313	-0.3	1	-2.1	-5	8
40) O=c1[nH]c(=S)[nH]c(O)c1N=Nc1ccc(OC(F)F)cc1
  6	-2	15	-30	1	1585	-1.9	4	0.85	-2	12

Part of the list above in order of length of the SMILES, low to high.
The line under a structure holds: PPARg SRC3 recr	Lmaj promast	PPARg SRC-2 ag	S1P3 antag	bIAP act	SRC2 TRFRET art	DTT redox prof	PPARg SRC1 recr	ROMK mod	bIAP inh	TLR4-MyD88 BLA
19) N=c1sccn1Cc1ccc(Cl)cc1Cl
  3	66*	-1	8	0.8	1701	-0.1	-2	·	16	4
21) N#CCCn1cc(C(=O)Nc2ccccc2Br)c(-c2ccc([N+](=O)[O-])cc2)n1
  3	-1	2	8	1.3	1517	0.1	3	·	-29	3
15) C[C@]12CCC(=O)C=C1CC[C@@H]1[C@@H]2CC[C@@]2(C)[C@H]1CC[C@]2(C)O
  5	·	5	-5	1.1	1738	·	3	·	-8	·

(next part)
The line under a structure holds: PPARg SRC3 recr	Lmaj promast	PPARg SRC-2 ag	S1P3 antag	bIAP act	SRC2 TRFRET art	DTT redox prof	PPARg SRC1 recr	ROMK mod	bIAP inh	TLR4-MyD88 BLA
41) Cc1ccc(-n2c(O)c(C=NCc3cccnc3)c(=O)[nH]c2=O)cc1C
  -7	-8	-5	-21	1	1722	0.4	4	·	1	4
42) CN(C)CCOC(=O)c1cn(Cc2ccccc2)c2ccccc12
  -2	100*	-3	·	1.1	1582	-0.1	4	-3.1	-8	1
43) Cn1c(=O)cc(SCC(=O)N2CCC3(CC2)OCCO3)c2ccccc21
  60*	-1	39*	-16	1	2418*	-1.2	44*	·	2	-1
44) O=P(c1ccccc1)(c1nc2ccccc2s1)N1CCOCC1 (centres undefined)
  11	-4	10	·	0.9	1578	-0.1	2	-0.053	6	7
45) c1ccc2c(CNC3CCCCC3)c[nH]c2c1
  8	31	2	·	0.6	1462	-0.1	4	-0.97	39	-10
46) Cc1cccc(C(=O)Nc2ccc(Cl)cc2C(=O)c2ccccc2)c1
  -3	13	5	·	0.9	1552	1.4	-3	·	11	3
47) CN(CCOc1ccc(C=C2C(=O)NC(=O)NC2=O)cc1)c1ccccn1
  -3	1	-2	3	1	1356	-1.3	-1	-0.0098	-5	-3
48) CCN1CCN(Cc2cc(OC)c(OC)cc2[N+](=O)[O-])CC1
  6	1	7	·	1	1638	-4.2	1	-0.0091	-4	-6
49) CCOC(=O)c1cc2c(cn1)[nH]c1ccccc12
  3	-6	-2	-4	0.9	1553	0.0	5	·	9	7
50) CCOC(=O)C(O)(c1ccc(N(CC)S(=O)(=O)c2ccc(C)cc2)cc1)C(F)(F)F (centres undefined)
  -6	93*	-3	·	0.9	1394	0.1	-2	-0.39	13	6
51) CN(C)C(=O)Oc1cccc(NC(=O)N2CCOCC2)c1
  -2	-5	-2	·	1	1532	1.4	-5	0.22	1	-1
52) COP(=O)(OC)C1(O)C(=O)Nc2ccc(Br)cc21 (centres undefined)
  -2	-11	11	-6	1.1	1641	0.3	-4	0.042	-12	0
53) CCN1CCN(C(c2cccs2)C(C)NC(=O)Oc2ccccc2)CC1 (centres undefined)
  -2	21	9	-5	1	1377	-0.1	-7	·	2	-36
54) Cc1nc2cc(F)ccc2n1C1CCN(Cc2nnnn2CCc2ccccc2)CC1
  -4	32	6	-5	0.8	1409	-0.2	2	-0.094	20	-5
55) O=c1[nH]c(=O)n(-c2ccccc2)c(O)c1/C=C1/C(c2ccccc2)=Nc2ccccc21
  4	79*	3	7	0.2	1541	0.1	0	-5.4*	·	-4
56) O=C1CCN(C(=O)CCCn2c(=O)oc3ccccc32)CC1
  0	-4	9	3	1	1724	-0.4	10	-0.18	4	2
57) CN1CCN(c2c(C#N)c(C(F)(F)F)nn2C)CC1
  -2	1	1	-10	1	1522	0.2	2	0.18	3	-9
58) CCOC(=O)CCN=Cc1c(O)n(-c2ccc(Br)cc2)c(=O)[nH]c1=O
  -7	-6	-1	-63	0.9	1319	2.4	1	·	13	-5
59) CCOc1ccc(-n2c(O)c(C=NCCCn3ccnc3)c(=O)[nH]c2=O)cc1
  5	-4	0	·	1	1485	0.2	-2	·	0	1
60) CC(=O)c1c(C)[nH]c(C(=O)N2CCC3(CC2)OCCO3)c1C
  10	-4	10	18	0.9	1517	-1.9	3	·	8	-4
61) O=C(CF)NC(NC(=S)Nc1ccccc1O)C(Cl)(Cl)Cl (centres undefined)
  0	6	-2	-4	1.1	1655	0.5	7	-0.97	-6	-2
62) Cc1cccc(-c2nc3ccccc3c(=O)n2-n2cccc2)c1
  -15	0	4	14	0.9	1534	1.9	-3	·	10	-10
63) CN1CCN(c2nc([N+](=O)[O-])nn2C)CC1
  2	-6	5	-19	1	1537	-0.4	3	0.41	-3	4
64) CCOC(=O)C(O)(c1ccc(N(C)C(=O)c2ccc(Cl)c(Cl)c2)cc1)C(F)(F)F (centres undefined)
  1	97*	10	0	1.1	1527	-0.5	-5	·	-6	11

Screening data deposited in PubChem BioAssay by several laboratories.
